Compound activity: PubChem BioAssay, National Center for Advancing Translational Sciences (NCATS)
MBNL1-CUG inh: qHTS Assay for Inhibitors of MBNL1-poly(CUG) RNA binding | Muscleblind-like protein 1 (Homo sapiens), Q9NR56 | TR-FRET MBNL1-His/biotin-(CUG)12 binding, 665/545 ratio | Potency, µM (series often up to 57.5 µM), for the others: at the highest dose activity change, negative = inhibition, most hits filed as inhibitors | 0.036% of 280,000 active; active means well fitted inhibition curve with a large enough effect in the signal ratio, with a control signal flat, not every such curve was filed as active; inconclusive means small, poorly fitted or top-dose-only effect, or effect the other way, or a change in a side signal; inactive means no such curve, though single readings can be large or run the other way; the % refers to the signal ratio; further: potency means the concentration at half of the fitted maximal effect; on the % scale 0 is the no-effect control and ±100 the full control effect
Target sequence (Q9NR56 whole entry, looked up): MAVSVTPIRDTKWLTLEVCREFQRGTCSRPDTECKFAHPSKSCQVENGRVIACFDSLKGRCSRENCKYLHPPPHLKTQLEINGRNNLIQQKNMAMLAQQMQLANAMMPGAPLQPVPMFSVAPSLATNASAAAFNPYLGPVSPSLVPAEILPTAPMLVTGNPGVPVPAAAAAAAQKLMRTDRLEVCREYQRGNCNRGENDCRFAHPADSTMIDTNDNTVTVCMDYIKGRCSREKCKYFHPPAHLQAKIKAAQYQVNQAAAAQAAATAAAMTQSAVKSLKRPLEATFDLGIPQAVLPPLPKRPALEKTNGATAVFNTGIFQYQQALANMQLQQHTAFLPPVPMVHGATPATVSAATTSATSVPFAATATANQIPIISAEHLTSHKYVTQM
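Inhibition of protein-RNA binding appears as loss of TR-FRET between terbium anti-His antibody on MBNL1-His and streptavidin-XL665 on biotin-(CUG)12. Activity is normalized to buffer-only and uninhibited-complex controls.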
FLuc modulator: qHTS profiling assay for firefly luciferase inhibitor/activator using purifed enzyme and Km concentrations of substrates (counterscreen for miR-21 project); Luciferin 4-monooxygenase (Photinus pyralis), P08659; Potency, µM (doses to about 57.5 µM), inactives show top-dose activity change, negative = inhibition, most hits filed as inhibitors; purified FLuc, Km substrates, luminescence inhibition; 6.9% of 360,000 active;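 further: potency means the concentration at half of the fitted maximal effect; plate controls were vehicle for no effect and reference inhibitor for full effect; nearly all actives have a fitted effect of over 55% in size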
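Biochemical qHTS of compounds, final roughly 60 µM downward over six points, against 10 nM purified firefly luciferase using Km concentrations of substrates (10 uM D-luciferin, 10 uM ATP) in Tris acetate pH 7.5 buffer; luminescence output.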
Mito fusion yeast: qHTS Assay for Small Molecule Inhibitors of Mitochondrial Division or Activators of Mitochondrial Fusion; S. cerevisiae fusion-defective mutant growth rescue, CellTiterGlo 48 h; Potency, µM (titrated, usually from 46.1 µM), for inactives: at the highest dose growth rescue (activation), actives largely listed as activators; 0.23% of 320,000 active;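 further: potency means the concentration at half of the fitted maximal effect; % of control where 0% means no effect; nearly all actives have a fitted effect of over 45% in size; temperature-sensitive fusion mutants such as fzo1-1 at 37 °C on non-fermentable ethanol glycerol medium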
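S. cerevisiae fusion-defective temperature-sensitive mutants (e.g. fzo1-1, mgm1-5) grown 48 h at 37C in YPEG (ethanol/glycerol non-fermentable) medium with 23 nl compound per well; growth rescue read as CellTiterGlo luminescence.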
Menin-MLL TR inh: qHTS Assay for Inhibitors Targeting the Menin-MLL Interaction in MLL Related Leukemias: Competition With Texas Red Labeled MLL-derived Mutant Peptide. O00255. Menin + Texas Red MLL mutant peptide, fluorescence polarization. 0.23% of 270,000 active. Potency, µM (highest dose often 61.6 µM), inactives show top-dose FP activity change, negative = inhibition, hits mostly inhibitors; active means well fitted inhibition curve with a large enough effect in the polarisation, with a control signal flat, not every such curve was filed as active; inconclusive means small, poorly fitted or top-dose-only effect, or effect the other way, or a change in a side signal; inactive means no such curve, though single readings can be large or run the other way; the % refers to the polarisation; further: potency means the concentration at half of the fitted maximal effect; % of control where 0% means no effect; many of its hits are not listed in these tables
PKM2 act: qHTS Assay for Activators of Human Muscle isoform 2 Pyruvate Kinase | AID 1631, 2009 | purified PKM2, Kinase-Glo ATP luminescence, activation; response scale: 0% is enzyme alone, no compound | Potency, µM (highest dose often 57.5 µM), for the others: at the top dose activation, usual class: activators | Pyruvate kinase PKM (Homo sapiens), P14618 | 0.34% of 260,000 active; further: potency means the concentration at half of the fitted maximal effect; on the % scale 0 is the no-effect control and ±100 the full control effect; nearly all actives have a fitted effect of over 55% in size
Target sequence (P14618 whole entry, looked up, canonical isoform): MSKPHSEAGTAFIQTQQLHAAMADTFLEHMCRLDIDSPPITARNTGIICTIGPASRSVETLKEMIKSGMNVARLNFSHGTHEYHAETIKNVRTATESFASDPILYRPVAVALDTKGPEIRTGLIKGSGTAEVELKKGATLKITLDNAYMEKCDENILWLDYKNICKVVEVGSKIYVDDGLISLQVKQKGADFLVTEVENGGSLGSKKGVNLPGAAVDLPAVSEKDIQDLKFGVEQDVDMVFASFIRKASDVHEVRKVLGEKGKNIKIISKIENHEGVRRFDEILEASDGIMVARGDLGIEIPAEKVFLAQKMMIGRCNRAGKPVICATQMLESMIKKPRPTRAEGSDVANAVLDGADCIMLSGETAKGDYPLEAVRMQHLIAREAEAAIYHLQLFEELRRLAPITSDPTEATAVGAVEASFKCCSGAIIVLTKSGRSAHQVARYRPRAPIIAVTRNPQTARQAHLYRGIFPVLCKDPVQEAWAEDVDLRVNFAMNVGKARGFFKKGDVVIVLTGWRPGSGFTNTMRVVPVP
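Purified hPK-M2 (>95%) run at intermediate activity with 0.1 mM ADP and 0.5 mM PEP in 50 mM imidazole pH 7.2, KCl, MgCl2; 1 h room temperature. ATP formed read by Kinase-Glo luminescence; normalized to uninhibited and no-enzyme controls.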
KCNH2 3.1 block: qHTS for Inhibitors of KCHN2 3.1: Mutant qHTS; Potassium voltage-gated channel subfamily H member 2, brain isoform KCNH2 3.1 (human); U2OS KCNH2 3.1, thallium flux FluxOr; hits give low values; activity change, % (tested at about 1.8 µM); 0.95% of 340,000 active;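 active means maximum activity change below -70%; inconclusive means maximum activity change from -70% to -50%; inactive means maximum activity change above -50%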;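 further: thallium influx rate constant from kinetic fluorescence after stimulation buffer; on the % scale 0 is the no-effect control and ±100 the full control effect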
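Kinetic fluorescence (2 min after stimulation buffer) measures Tl+ influx through KCNH2 3.1 expressed by viral transduction in U2OS cells; the rate constant is normalized against DMSO controls serving as positive and negative references.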
Rab9 promoter act: qHTS Assay for Rab9 Promoter Activators; Huh7 Rab9 promoter-luciferase reporter, luminescence, 24 h; Potency, µM (series often up to 9.22 µM), without a hit: at the top dose activation, negative = inhibition, hits mostly activators; 2.8% of 320,000 active; further: potency means the concentration at half of the fitted maximal effect; % of control where 0% means no effect; nearly all actives have a fitted effect of over 60% in size
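Cells were plated at 1500 per well in reduced-serum medium with 10% FBS and left 2 h. Compound in DMSO was then added for 24 h at 37 °C. Reporter signal was read by luminescence after 10 min with luciferase detection reagent.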
NPC1 prom act: qHTS Assay for NPC1 Promoter Activators. 2.4% of 320,000 active. Potency, µM (doses to about 9.22 µM), without a hit: at the top dose activation, usual class: activators. Huh7 NPC1 promoter luciferase reporter, 24 h;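 further: potency means the concentration at half of the fitted maximal effect; % of control where 0% means no effect; nearly all actives have a fitted effect of over 60% in size; reporter is driven by a mutant NPC1 promoter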
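Readout is luciferase luminescence, reflecting NPC1 promoter activation in stably transfected Huh7 cells after 24 h compound exposure at 37 °C in reduced-serum medium with 10% FBS.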
ELG1 repair inh: qHTS screen for small molecules that inhibit ELG1-dependent DNA repair in human embryonic kidney (HEK293T) cells expressing luciferase-tagged ELG1 | HEK293T ELG1-luciferase reporter, luminescence, 16 h; DNA damage induced by 5-fluorouridine | Potency, µM (series often up to 46.1 µM), without a hit: top-dose activity change, negative = inhibition, actives largely listed as inhibitors | 2.3% of 330,000 active | AID 504467, 2011; further: potency means the concentration at half of the fitted maximal effect; on the % scale 0 is the no-effect control and ±100 the full control effect; nearly all actives have a fitted effect of over 55% in size
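Quantitative HTS, concentration-response format. 2,000 cells/well co-treated with 5-fluorouridine and compound, 16 hr in 5% CO2 at 37 °C; ONE-Glo luminescence read after 30 min.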
VP16 counter: VP16 counterscreen qHTS for inhibitors of ROR gamma transcriptional activity | Drosophila S2 Gal4-VP16 UAS-luciferase, luminescence, 20 h | Potency, µM (doses to about 53.6 µM), for inactives: at the top dose activity, negative = inhibition, most hits filed as inhibitors | 3.5% of 310,000 active;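 further: Gal4-VP16 expression switched on by copper sulfate through the metallothionein promoter; potency means the concentration at half of the fitted maximal effect; on the % scale 0 is the no-effect control and ±100 the full control effect; nearly all actives have a fitted effect of over 50% in size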
RORg inh: qHTS for inhibitors of ROR gamma transcriptional activity; 5.4% of 310,000 active; Potency, µM (highest dose often 53.6 µM), for inactives: at the top dose activity change, negative = inhibition, usual class: inhibitors; Drosophila S2 Gal4-RORgamma UAS-luciferase reporter, 20 h; further: potency means the concentration at half of the fitted maximal effect; on the % scale 0 is the no-effect control and ±100 the full control effect; nearly all actives have a fitted effect of over 60% in size
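Stable Schneider cell line, Gal4 DNA-binding domain fused to ROR gamma, UAS-luciferase. Cmpd 1 hr RT → CuSO4 700 uM final → 20 hr RT → luciferase reagent 10 min → luminescence.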
* hit, by the source's call; ? = inconclusive; . = not tested or not shown; [ ] = another dose, or the depositor's remark. Unless noted, the call rests on the fitted dose curve; in most records, active means well fitted curve in the direction sought with a large enough effect; inconclusive means small, poorly fitted or top-dose-only effect, or another doubt; inactive means no such curve, though single readings can be large; an effect the other way counts as inactive or inconclusive.

molecule,KCNH2 3.1 block,VP16 counter,RORg inh,NPC1 prom act,ELG1 repair inh,MBNL1-CUG inh,FLuc modulator,Menin-MLL TR inh,Rab9 promoter act,PKM2 act,Mito fusion yeast
CS(=O)(=O)N1CCN(C(=O)c2cc3ccccc3oc2=O)CC1,12,-18%,-8%,-2%,9%,-6%,-1%,2%,0%,10%,12%
CCN(CC(=O)NC)S(=O)(=O)c1ccc(Br)cc1,1,-2%,25%,-1%,-2%,11%,9%,-8%,-3%,0%,-3%
COc1cc(CC(=O)Nc2ccc(S(=O)(=O)N(C)C)cc2)cc(OC)c1OC,7,-18%,?,2%,-15%,-17%,5%,2%,-1%,-20%,4%
Cc1ccc(S(=O)(=O)N(C)C)cc1NC(=S)NCc1ccco1,4,-2%,5%,-1%,-27%,2%,5%,-7%,-3%,3%,-4%
COc1cc(/C=C2\COC/C(=C\c3cc(OC)c(OC)c(OC)c3)C2=O)cc(OC)c1OC,11,5µM*,3.2µM*,-41%[inhibitor],?,-5%,3%,.,-47%[inhibitor],?,-8%
O=C(CSc1c[nH]c2ccccc12)N1CCCc2ccccc21,-3,-3%,1%,-2%,?,6%,4%,12%,0%,2%,14%
O=c1c2ccccc2nnn1COc1cccc2ccccc12,11,-5%,22%,?,?,.,17µM*,7%,4µM*,12%,-7%
Cc1ccc(N2C(S)=C(C#N)C(=O)NC2c2cccs2)cc1 (stereo not given),-2,?,?,0%,19%,.,-16%,?,1%,-6%,-1%
COC(=O)N/N=C(C)\C=C\c1ccco1,11,26%,-1%,-3%,?,.,-2%,-4%,0%,-5%,-7%
CCOC(=O)N1CCN(C(=S)NC(=O)C2CCCC2)CC1,4,-7%,-35%,0%,15%,-7%,0%,.,-2%,2%,5%
C=CCn1c(C(CCCC)CC(O)COCCC)n[nH]c1=S (stereo not given),11,?,7.1µM*,-1%,7%,-4%,-1%,-20%,-14%,-7%,-2%
CC(=O)NCCn1c(SCc2cc(=O)n3cc(Cl)ccc3n2)nc2ccccc2c1=O,-1,-17%,1%,-3%,2%,?,0%,-10%,18%,-5%,2%
CCC/C(O)=C1\C(=O)CCCC1=NCCc1ccc(OCC)c(OCC)c1,17,-3%,9%,-7%,-7%,-1%,7%,-1%,-9%,-2%,4%
CCc1ccc(N(CC(=O)N2CCN(Cc3ccccc3)CC2)S(C)(=O)=O)cc1,1,-5%,?,7%,-12%,-1%,2%,-17%,-1%,3%,-2%
CC(OC(=O)CC1Sc2ccccc2NC1=O)C(=O)NC1CCCC1 (stereo not given),7,-4%,-10%,0%,-3%,4%,0%,-5%,-7%,-1%,6%
CCCC(C)n1[nH]c(=O)c2c(C)cc(C)nc21 (stereo not given),-17,-3%,10%,-2%,4%,-7%,10%,3%,-4%,0%,-7%
CCc1ccc(-n2c(SCC(=O)NC3CCS(=O)(=O)C3)nc3ccccc3c2=O)cc1 (stereo not given),-9,.,.,-4%,-1%,.,5%,.,-2%,.,-5%
O=C(Cn1ncc2c(=O)oc3ccccc3c21)N1CCN(C(=O)c2ccco2)CC1,-38,-8%,2%,-1%,2%,4%,4%,-3%,-7%,0%,4%
COc1ccc(C2(CNC(=O)c3ccc(C)cc3)CCOCC2)cc1,-8,8%,0%,-4%,1%,-5%,2%,-30%,1%,-3%,-4%
COc1ccc(S(=O)(=O)N2Cc3ccccc3CC2C(=O)Nc2nccs2)cc1 (stereo not given),-8,1%,-40%,18%,?,-2%,-13%,23%,6%,0%,11%
O=c1c2ccccc2sn1-c1cc(S(=O)(=O)N2CCOCC2)ccc1N1CCCC1,2,-2%,2%,12%,-17%,-2%,5.4µM*,-12%,-2%,-99%,?
Cc1cc(N2CCCC2)ccc1/C=C1/C(=O)N(C)C(=S)N1C,.,-27%,-3%,-17%,-16%,14%,-15%,22µM*,-17%,-2%,-1%
CCOc1ccc(S(=O)(=O)N2CCN(C(=O)C3CCC3)CC2)cc1,-23,.,.,0%,-26%,.,-1%,.,-4%,.,5%
Cc1cccc2cc(CN(CCCO)C(=O)Nc3ccccc3Cl)c(=O)[nH]c12,6,-1%,4%,2%,?,6%,2%[2.3 µM],0%,-3%,8%,3%
O=C(CCNC(=O)c1ccccc1Cl)Nc1cc(C(F)(F)F)ccc1N1CCCC1,1,-5%,0%,-14%,?,-1%,-4%,-17%,-10%,0%,-3%
O=C1NC(Nc2nccs2)(C(F)(F)F)C(=O)N1CCc1ccccc1 (stereo not given),8,?,13µM*,-5%,-17%,-4%,-2%,15%,0%,4%,17%
Clc1ccc2noc(-c3ccccc3)c2c1,0,0%,18%,2%,?,7%,?,.,1%,-14%,1%
COc1ccc(/C=C(\C#N)C(=O)Nc2cccnc2)cc1,-4,-17%,-8%,-3%,8%,18%,?,11%,1%,-1%,0%
Cc1cc(=O)n2nc(N3CCCC(C(=O)NC4CCC(C)CC4)C3)sc2n1 (stereo not given),17,?,-33%,-6%,?,-7%,-2%,.,-4%,.,3%
COc1ccc(-n2c(C)nc3cc(C(=O)N4CCOCC4)ccc32)cc1,4,-7%,2µM*,-2%,?,1%,-1%,-4%,6%,6%,-7%
CN(C)C(=O)c1snnc1-c1ccccc1,-1,-2%,-1%,-29%,-6%,-5%,0%,1%,7%,18%,3%
CC(C)COC(=O)c1cccc2c1-c1ccccc1/C2=N\O,-1,11µM*,?,-7%,?,?,-19%,?,-3%,-14%,28%
CCN1CCN(c2ccc(S(=O)(=O)N3CCCCC3)cc2NC(=O)c2ccc(C)o2)CC1,-20,.,.,-5%,-1%,.,2%,.,0%,.,0%
O=C(Nc1ccc(N2CCOCC2)cc1)c1ccc(Cl)cc1N1CCCC1=O,-14,.,.,5%,10%,.,-1%,.,-6%,.,1%
Cc1cnn(CCC(=O)NNC(=S)Nc2ccccc2)c1,-1,1.1µM*,0.1µM*,-3%,10%,5%,2%,25%,0%,13%,-2%
COCCn1nnnc1C(c1cccc(C(F)(F)F)c1)N1CCN(Cc2ccccc2)CC1 (stereo not given),-6,1%,-1%,-2%,-1%,0%,0%,-2%,14%,-5%,3%
COC(=O)Nc1ccc(S(=O)(=O)N2CCCC(C(=O)N3CCN(C)CC3)C2)cc1 (stereo not given),2,-6%,8%,-10%,0%,-8%,1%,.,-5%,-4%,-4%
CCCCCCCSc1nc(N)cc(=O)[nH]1,-2,5%,12%,0%,12%,-4%,-2%,-11%,-1%,-8%,3%
O=C(CSc1nc2ncccc2[nH]1)NCc1ccco1,4,10%,2%,3%,12%,-1%,5%,.,-2%,.,-9%
C=CCOc1ccc(/C=C/C(=O)OCC(=O)N(C)CC(=O)Nc2ccccc2Cl)cc1,2,.,.,-4%,3%,.,?,.,-1%,.,9%
Cc1c(C(=O)Nc2ccc(S(=O)(=O)N(C)C3CCN(C)CC3)cc2)oc2c(Cl)cccc12,1,.,.,-5%,-21%,.,0%,.,-4%,.,8%
COC(=O)c1ccc(COc2ccccc2/C=C(\C#N)C(=O)Nc2c(C)cc(C)cc2C)cc1,-21,?,?,-21%,?,3%,4%,?,-8%,6%,18%
C1CN(c2nc(N3CCOCC3)nc(N3CCOCC3)n2)CCO1,41,-4%,-3%,-2%,0%,2%,-2%,.,-3%,3%,0%
O=C(CCCOc1ccc(Cl)cc1Cl)NCCCO,-14,9%,8%,4%,?,-3%,-9%,-2%,-5%,3%,-5%
Cc1cc(C)cc(NC(=S)N2CCN(CCO)CC2)c1,3,-11%,-4%,-1%,-1%,-2%,4%,6%,-9%,0%,1%
O=c1[nH]c2ccccc2nc1/C=C/c1ccc(Cl)cc1,2,-6%,31%,3.2µM*,?,3%,?,-3%,0.89µM*,-4%,-3%

These rows are one share of the data, so the mix of outcomes need not match the whole.
